GPR35 antagonists = GPR35 antagonists blocking zaprinast-driven arrestin recruitment, primary screen, imaging, U2OS, beta-arrestin-GFP, zaprinast agonist (AID 2058) | U2OS GPR35 beta-arrestin-GFP translocation imaging, zaprinast antagonism; higher % means a stronger effect | inhibition, % at 10 µM, or IC50 in µM where a hit was titrated | 290,000 tested, 0.052% active;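 active = inhibition of at least 50% with at least 30 cells and total cytoplasm GFP at most 10,000,000; inconclusive = under 30 cells or total GFP of 10,000,000 plus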
NTR1 agonist = NTR1-driven beta-arrestin-GFP spot formation – imaging, U2OS cells, high content, primary screen (AID 493036) | P30989 | agonist mode | 330,000 tested, 0.17% active | activation, % at 20 µM;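 active = activation at or above 40% of the spot to cytoplasm intensity ratio, with at least 20 cells analyzed; inconclusive = wells under 20 cells, flagged as cytotoxic or low count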;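 also: 0% = DMSO without peptide and 100% = 100 nM NTR1 peptide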
Target sequence (P30989 whole entry, looked up): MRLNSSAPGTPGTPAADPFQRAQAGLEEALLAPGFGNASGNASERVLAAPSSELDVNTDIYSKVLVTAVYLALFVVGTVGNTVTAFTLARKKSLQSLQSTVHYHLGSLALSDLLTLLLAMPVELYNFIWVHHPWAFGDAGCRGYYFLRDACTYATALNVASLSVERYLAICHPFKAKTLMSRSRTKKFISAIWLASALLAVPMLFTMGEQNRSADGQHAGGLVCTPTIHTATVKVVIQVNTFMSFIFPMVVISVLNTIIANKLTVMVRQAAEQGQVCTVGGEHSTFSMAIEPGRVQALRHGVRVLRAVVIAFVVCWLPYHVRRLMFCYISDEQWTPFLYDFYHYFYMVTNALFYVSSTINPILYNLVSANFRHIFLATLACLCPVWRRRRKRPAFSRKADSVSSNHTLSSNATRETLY
GPR55 LPI antagonism = GPR55 antagonists blocking LPI-driven arrestin recruitment, primary screen, imaging, U2OS, beta-arrestin-GFP, LPI agonist (AID 2013). U2OS GPR55 beta-arrestin-GFP translocation imaging, LPI antagonism; higher % means a stronger effect. inhibition, % at 10 µM; hits with a dose series show IC50 in µM. 290,000 tested, 0.13% active;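 active = spots per cell inhibited over 60%, with over 100 cells counted and total cytoplasm intensity under 500,000; inconclusive = wells with under 100 cells, flagged as likely toxic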;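 also: U2OS cells stably carrying GPR55 and arrestin-GFP stimulated by 5 µM LPI near EC80; imaged beta-arrestin-GFP aggregate spots per cell after agonist stimulation; plate controls were LPI-stimulated DMSO wells for no effect and DMSO wells without LPI for full effect; some results filed as inactive read as strong as hits; confirmed hits need IC50 under 10 µM and bright autofluorescent wells are also inconclusive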
SIAH1 antagonists = Siah-1 peptide-binding antagonists, primary screen, biochemical, fluorescence polarization, rhodamine-plectin, uHTS (AID 1817). Siah-1 / rhodamine-plectin peptide fluorescence polarization; higher % means a stronger effect. one-dose displacement, % at 20 µM; IC50 in µM for titrated hits. 290,000 tested, 0.02% active;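 active = displacement of at least 50% at 20 µM, with a fluorescence ratio check between 0.3 and a set limit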;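 also: plate controls were Siah plus tracer with DMSO for no effect and tracer alone without Siah for full effect; strong numbers were not always called active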
K1F lysis inhibition = protection from phage-mediated lysis, alamar blue read-out – E. coli UTI89, K1F phage, bacterial capsule biogenesis inhibitors (AID 488966) | E. coli UTI89 K1F phage lysis, alamar blue, 2 h; higher % means a stronger effect | one-dose inhibition, % at 100 µM; IC50 in µM for titrated hits | 340,000 tested, 0.02% active;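 active = phage lysis inhibition, versus mean bacterial control, above a set limit; inconclusive = no clear call, values can overlap the other calls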;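 also: capsule biogenesis inhibitors block K1F phage lysis so surviving cells raise fluorescence; higher fluorescence means more inhibition of phage lysis; actives were called in the ten point dose series up to 300 µM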
HIV fusion peptide = cell-free HIV fusion peptide-binding blockers – biochemical, uHTS, fluorescence dequenching, primary screen (AID 1986). inhibition, % at 20 µM, or IC50 in µM where a hit was titrated. cell-free peptide binding, fluorescence dequenching, 30 min; higher % means a stronger effect. 290,000 tested, 0.3% active; in the data active = inhibition mostly above about 52%, no sharp cut-off; inactive = mostly below about 76%; also: some results filed as inactive read as strong as hits
Dengue-2 NS5 capping = Dengue-2 NS5 methyltransferase inhibitors, primary screen, biochemical, confirmation dose response (AID 588689). Dengue-2 NS5 methyltransferase capping enzyme assay, biochemical; higher % means a stronger effect. inhibition, % at 25 µM, or IC50 in µM where a hit was titrated. 340,000 tested, 0.3% active; in the data active = a potency from the dose series; inconclusive = inhibition above about 29% without an active follow-up result
AID2073 = inhibitors of Mint1-CaV2.2 protein interaction, biochemical, HTRF (AID 2073). 290,000 tested, 0.19% active. inhibition, % at 20 µM; hits with a dose series show IC50 in µM. HTRF protein-protein interaction, Mint1-CaV2.2; higher % means a stronger effect; in the data active = inhibition mostly above about 51%, no sharp cut-off; inconclusive = no clear call, values can overlap the other calls; inactive = mostly below about 53%; also: some results filed as inactive read as strong as hits
GPR55 activation = GPR55 agonists via beta-arrestin recruitment, primary screen, imaging, U2OS cells, beta-arrestin-GFP redistribution (AID 1961); one-dose activation, % at 10 µM; EC50 in µM for titrated hits; 290,000 tested, 0.048% active; U2OS GPR55 beta-arrestin-GFP redistribution imaging; higher % means a stronger effect;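 active = activation above 40% with more than 50 cells counted in the well; inconclusive = wells holding fewer than 50 cells, flagged as toxic or sparse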;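 also: U2OS osteosarcoma cells stably expressing GPR55 and beta-arrestin-GFP; plate controls were DMSO negative control for no effect and LPI positive control for full effect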
NTR1 agonist cell count 20 µM = also measured in NTR1 agonist; calls as there; cell count; measured here: cell count, cytotoxicity flag
Dengue-2 NS5 capping pilot replicate = also measured in Dengue-2 NS5 capping; calls as there; inhibition, %; measured here: pilot screen replicate inhibition
Numbers without * were called inactive; ? = inconclusive; nt = no result given; [ ] = another dose, or the depositor's remark.

SMILES	GPR35 antagonists	NTR1 agonist	NTR1 agonist cell count 20 µM	GPR55 LPI antagonism	SIAH1 antagonists	K1F lysis inhibition	HIV fusion peptide	Dengue-2 NS5 capping	AID2073	GPR55 activation	others
O=C(Cn1c(SCc2ccccc2)nc2ccccc21)N1CCOCC1	14%	-1.0	75	10%	3%	0.0%	-0.9%	2%	5%	-0.1%
Cc1nc2cc(NCc3ccccc3O)ccc2n1Cc1ccccc1	11%	2.9	109	0%	-5%	-0.6%	-4.8%	-12%	24%	0.3%
CCCCC(=O)Nc1cccc(-c2nn3c(C)nnc3s2)c1	-8%	1.4	45	13%	0%	1.5%	0.0%	-7%	4%	-0.2%
O=C(Nc1ccccc1C(=O)N1CCN(c2cccc(Cl)c2)CC1)C1=CSCCO1	-6%	0.5	44	-12%	0%	0.0%	-0.2%	-9%	8%	-0.2%
CCCCOc1ccc(C(=O)Nc2cc(C)c(OCC(=O)N3CCOCC3)c(C)c2)cc1	1%	8.4	83	-5%	11%	-0.5%	1.5%	-2%	4%	0.0%
CCN(CC)CCCN1C(=O)C(=O)/C(=C(/O)c2ccc3c(c2)OCCO3)C1c1ccco1 (stereo unspecified)	14%	0.4	81	7%	-4%	0.3%	-1.1%	10%	17%	-0.2%
CC(C)C[C@H](NC(=O)NCCC1=CCCCC1)C(=O)O	-3%	-0.9	60	0%	7%	-0.4%[50 µM]	-1.0%	-3%	0%	-0.1%
CN1CCN(S(=O)(=O)c2ccc(NC(=O)c3cccc(F)c3)cc2)CC1	6%	-1.1	56	3%	2%	0.1%	-0.5%	-7%	9%	0.0%
CC(C)CC(=O)Nc1nnc(CCc2ccccc2)s1	-12%	0.0	53	-13%	0%	0.3%	1.0%	-6%	6%	-0.2%
O=C(Cn1c(-c2ccccc2)c[n+]2ccsc12)c1ccc([N+](=O)[O-])cc1	-15%	-0.9	85	2%	13%	0.0%	2.4%	-9%	-7%	1.0%
Cn1c(N/N=C/c2cc3ccccc3nc2Cl)nc2ccccc21	-2%	-2.0	39	5%	-1%	3.7%	-0.7%	-48%	-9%	0.3%
Cc1cccc(C2CC(c3ccccc3)Nc3nc(N)nn32)c1 (stereo unspecified)	-9%	1.3	63	3%	-3%	1.4%	-1.0%	-4%	9%	1.4%
O=C(COc1ccccc1)NC(NC(=S)Nc1ccccc1C(=O)O)C(Cl)(Cl)Cl (stereo unspecified)	0%	-1.1	79	-3%	-1%	-0.2%	14%	-2%	-27%	-0.1%
CN1CCN(C(=O)C23CCC(C)(c4nc5ccccc5nc42)C3(C)C)CC1 (stereo unspecified)	3%	-0.9	61	9%	2%	1.5%	-1.8%	1%	-1%	-0.4%	Dengue-2 NS5 capping pilot replicate=1.5
O=C(COC(=O)c1cccnc1)Nc1cccc(Cl)c1	20%	-0.1	88	-7%	2%	0.2%	0.4%	-4%	3%	0.1%
CCN(CC)c1nc2ccccc2nc1C(C#N)C(=O)NCCc1ccccc1 (stereo unspecified)	-11%	0.4	104	-4%	0%	0.5%	26%	?	11%	-0.1%
CC(=O)N1CCN(Cc2nc3cc(NC(=O)COc4cccc(C)c4)ccc3n2C)CC1	7%	-1.1	50	20%	5%	3.9%	0.1%	-1%	1%	-0.4%
COc1ccc(C(=O)NC2CCCc3c2cnn3-c2ccc(C)c(C)c2)c(OC)c1OC (stereo unspecified)	-10%	2.3	64	-14%	0%	0.1%	-0.7%	-3%	14%	0.2%
CP(=O)(Nc1cc(Cl)ccc1Cl)c1nc2c(s1)CCCC2 (stereo unspecified)	-16%	5.4	59	-4%	0%	0.3%	-0.5%	7%	5%	-0.1%
O=C1CC(=O)N(CCc2ccc(F)cc2)C(=O)N1	16%	-1.5	46	6%	2%	0.2%	26%	-31%	-12%	-0.1%
Cc1ccc(/C=C/C(=O)N2CCCN(C(=O)/C=C/c3ccc(C)cc3)CC2)cc1	0%	1.9	89	-2%	7%	0.2%	-1.2%	-3%	-2%	0.1%
CCC(Sc1nc2n[nH]c(C)c2c(=N)n1-c1cccc(Cl)c1)C(=O)NCCOC (stereo unspecified)	2%	0.2	52	0%	2%	-0.8%	0.4%	5%	10%	0.9%
CCOC(=O)c1sc(=S)n(CC)c1N	-2%	0.1	51	-2%	-1%	0.9%	4.2%	-4%	-4%	-0.2%
COC(=O)c1ccc(N=NN2CCCCC2)cc1	4%	0.7	44	2%	0%	0.4%	-0.7%	0%	8%	-0.1%
C/C(=N\NC(=O)c1ccc(CN2CCOCC2)cc1)c1cccc([N+](=O)[O-])c1	6%	1.2	78	14%	2%	0.0%	2.0%	2%	20%	-0.5%
CCC(=O)N1CCc2cc(S(=O)(=O)CCC(=O)N(C)c3ccc(OC)cc3)ccc21	11%	0.1	73	9%	3%	0.7%	2.2%	-1%	6%	0.2%
CSCC[C@H](NC(=O)NCCC1=CCCCC1)C(=O)O	14%	-1.3	27	1%	-4%	0.8%	-1.9%	-6%	2%	-0.2%
N#Cc1ccccc1N=C1CCCN1Cc1ccccc1	8%	-0.7	88	12%	6%	4.8%	1.4%	-1%	?	0.2%
Cc1ccc(C)c(N2CCN(C(=O)C34CC5CC(C3)CC(n3nnc(C)n3)(C5)C4)CC2)c1	0%	3.9	63	2%	14%	-0.3%	1.0%	2%	-8%	0.0%
Cc1nn(-c2ccc(N3CCOCC3)nn2)c(C)c1CCC(=O)N1CCN(C)CC1	20%	0.0	64	0%	-4%	0.1%	0.0%	-8%	5%	-0.2%
O=C(COC(=O)c1ccc(OC(F)F)cc1)NCCCN1CCCC1=O	-2%	0.8	49	0%	3%	0.1%	0.1%	-5%	41%	-0.2%
Cc1ccc(C)c(S(=O)(=O)Nc2ccc(C(=O)NCCc3ccccn3)cc2)c1	3%	3.5	57	-12%	0%	0.5%	-2.9%	-7%	-10%	0.0%
O=C(c1csc2c1CCCC2)N1CCN(c2ncccn2)CC1	-7%	0.8	79	1%	1%	0.5%	1.7%	-6%	-11%	-0.1%
CC(C)Cc1nnc(NC(=O)CSc2nc(-c3ccccc3)cc(=O)[nH]2)s1	-8%	0.2	47	-10%	16%	-0.7%	4.1%	-7%	0%	0.8%
CCCC(=O)NC(=S)Nc1ccccc1OC	10%	-3.0	75	12%	4%	0.2%	1.0%	2%	-4%	-0.2%
COc1nc(OC)nc(N2CCC(NC(=O)C(Cc3ccc(C(C)C)cc3)NC(C)=O)CC2)n1 (stereo unspecified)	22%	1.1	46	1%	-4%	2.6%	-2.7%	-1%	15%	-0.2%

Two compounds picked at random from those above, as already listed:
SMILES	GPR35 antagonists	NTR1 agonist	NTR1 agonist cell count 20 µM	GPR55 LPI antagonism	SIAH1 antagonists	K1F lysis inhibition	HIV fusion peptide	Dengue-2 NS5 capping	AID2073	GPR55 activation	others
CC(C)Cc1nnc(NC(=O)CSc2nc(-c3ccccc3)cc(=O)[nH]2)s1	-8%	0.2	47	-10%	16%	-0.7%	4.1%	-7%	0%	0.8%
N#Cc1ccccc1N=C1CCCN1Cc1ccccc1	8%	-0.7	88	12%	6%	4.8%	1.4%	-1%	?	0.2%

More results follow.
SMILES	GPR35 antagonists	NTR1 agonist	NTR1 agonist cell count 20 µM	GPR55 LPI antagonism	SIAH1 antagonists	K1F lysis inhibition	HIV fusion peptide	Dengue-2 NS5 capping	AID2073	GPR55 activation	others
CCOC(=O)CSc1nc(COc2ccccc2)nc2ccccc12	-4%	-0.2	49	11%	-2%	-0.3%	0.7%	-3%	6%	-0.2%	Dengue-2 NS5 capping pilot replicate=-2.7
CC(=O)Oc1ccc(C23CC4CC(CC(C4)C2)C3)cc1C(=O)O	-7%	1.2	94	0%	0%	nt	3.1%	nt	16%	-0.1%
CCCCn1c(-c2ccccc2)nc2c(=O)n(C)c(=O)[nH]c21	18%	-1.7	35	5%	-2%	0.3%	0.3%	-3%	6%	-0.2%
Cc1ccc(NC(=O)Cc2c(Cl)cccc2Cl)cc1S(=O)(=O)N(C)C	-10%	-0.6	48	-3%	-6%	3.8%	2.9%	-10%	12%	0.2%
CC(C)(C)n1nnnc1C(c1cccs1)N(Cc1ccccc1)Cc1ccco1 (stereo unspecified)	-6%	5.3	59	53%	-4%	0.3%	2.8%	4%	2%	-0.2%
COc1ccccc1N1CCN(/N=C\c2ccccc2)CC1	19%	1.2	59	4%	-3%	-1.1%	-0.5%	-2%	-18%	0.6%
CCN(CC)c1ccc(N=CN2CCOCC2)cc1	-8%	-1.7	63	5%	2%	0.4%	-0.1%	-5%	-8%	-0.1%
O=C(N/N=C\c1cccs1)c1ccccc1-n1cccc1	1%	3.9	44	10%	-5%	-0.4%	-1.7%	-7%	-17%	-0.2%
CCCCCC1CC(=O)C=C(C)C1C(=O)OC (stereo unspecified)	8%	0.9	61	-8%	-3%	-0.5%	-0.9%	-5%	5%	-0.1%
COC(=O)c1ccc(COc2ccc(F)cc2)o1	-10%	nt	nt	2%	1%	0.2%	-1.6%	-2%	9%	1.4%
COC(=O)c1ccc(C(=O)OC)c(NC(=S)N2CCC(C(N)=O)CC2)c1	7%	-0.2	39	0%	3%	0.5%	1.8%	1%	33%	0.3%
Cc1cc(O)ccc1Nc1nc(-c2cccs2)cs1	-2%	2.6	43	11%	9%	-2.3%	11%	nt	27%	0.4%
O=C(CN1CCN(c2ccc(O)cc2)CC1)N1CCc2ccccc21	8%	-0.1	46	-2%	10%	1.0%	-2.6%	-4%	-53%	-0.1%
O=C(NC(CSSCC(NC(=O)c1ccccc1)C(=O)O)C(=O)O)c1ccccc1 (stereo unspecified)	-12%	-2.5	88	4%	-2%	6.8%	1.2%	17%	0%	-0.2%
COc1cccc(/C(O)=C2\C(=O)C(=O)N(c3ccccn3)C2c2cccc(OC)c2OC)c1 (stereo unspecified)	13%	6.3	87	4%	0%	4.5%	1.8%	2%	4%	0.3%
COc1cccc(CN2CCN(Cc3ccc(C)o3)CC2CCO)c1 (stereo unspecified)	7%	0.0	66	-1%	-2%	-0.6%[50 µM]	0.6%	-2%	13%	0.3%
Cc1c(NC(=O)C(=O)/C=C(\O)c2ccc(Cl)cc2)c(=O)n(-c2ccccc2)n1C	8%	3.2	46	20%	9%	-12%	21%	-6%	3%	-0.2%
CC(C)N1CCc2c(sc(NC(=O)c3ccc(S(=O)(=O)N(C)CC4CCCO4)cc3)c2C(N)=O)C1 (stereo unspecified)	18%	0.4	56	-1%	-6%	0.4%[50 µM]	0.0%	-16%	2%	0.3%
